Bioassay records: PubChem BioAssay, National Center for Advancing Translational Sciences (NCATS)
PTAP TSG101 blk: blocks PTAP/TSG101 interaction to inhibit HIV-1 budding; Fluorescence polarization, FITC-PTAP peptide / Tsg101 binding; Potency, µM (highest dose often 115 µM), without a hit: top-dose activity change, negative = inhibition, most hits filed as inhibitors; 340,000 tested, under 10 active; AID 493005; active means well fitted inhibition curve with a large enough effect in the main read-out, with a control signal flat, not every such curve was filed as active; inconclusive means small, poorly fitted or top-dose-only effect, or effect the other way, or a change in a side signal; inactive means no such curve, though single readings can be large or run the other way; further: potency means the concentration at half of the fitted maximal effect; % of control where 0% means no effect
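Tsg101 binding domain (10 uM final) was mixed with compound and a FITC-labeled PTAP peptide (50 nM final) in HEPES pH 7.5 buffer with NaCl, Tween 20, EDTA and TCEP; fluorescence polarization was read after 20 min at r.t.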
BRCA1 expr up: BRCA1 expression activation; MCF7-BRCA1-FFLuc reporter, luminescence, 48 h; response scale: scaled: vehicle 0%, 10 µM genistein 100%; Potency, µM (highest dose often 46.1 µM), without a hit: at the highest dose activation, most hits filed as activators; 380,000 compounds, 1.1% hits; AID 624202; further: potency means the concentration at half of the fitted maximal effect; nearly all actives have a fitted effect of over 80% in size; some results filed as inactive show a strong effect at the top dose
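48 h compound treatment of MCF7-BRCA1-FFLuc cells (phenol-red free MEM, 37 °C), then 15 min with luciferase substrate and luminescence imaging.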
ASM inhibitor: inhibitors of human secretory acid sphingomyelinase; P17405; placental ASM, HMU-PC fluorogenic substrate, 60 min; Potency, µM (series often up to 57.5 µM), for inactives: at the top dose activity change, negative = inhibition, usual class: inhibitors; 340,000 compounds, 0.006% hits; further: potency means the concentration at half of the fitted maximal effect
Target sequence (P17405 47-631 limits assumed): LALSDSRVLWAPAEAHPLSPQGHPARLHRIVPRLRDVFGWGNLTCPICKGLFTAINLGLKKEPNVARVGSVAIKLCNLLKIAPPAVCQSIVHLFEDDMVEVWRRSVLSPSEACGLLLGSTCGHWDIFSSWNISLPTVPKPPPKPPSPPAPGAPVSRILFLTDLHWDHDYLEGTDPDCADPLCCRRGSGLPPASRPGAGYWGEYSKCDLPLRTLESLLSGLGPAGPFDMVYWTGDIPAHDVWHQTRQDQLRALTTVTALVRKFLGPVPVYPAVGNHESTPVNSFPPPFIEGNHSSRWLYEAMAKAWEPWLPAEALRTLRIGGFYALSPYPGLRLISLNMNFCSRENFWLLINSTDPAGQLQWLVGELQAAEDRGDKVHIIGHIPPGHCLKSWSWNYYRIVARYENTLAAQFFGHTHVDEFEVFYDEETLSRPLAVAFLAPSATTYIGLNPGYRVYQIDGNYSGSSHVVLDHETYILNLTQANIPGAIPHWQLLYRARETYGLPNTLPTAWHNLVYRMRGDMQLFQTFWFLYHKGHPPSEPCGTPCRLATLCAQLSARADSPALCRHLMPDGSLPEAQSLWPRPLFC
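Human placenta-derived ASM enzyme was preincubated with compound for 10 minutes at room temperature, then given fluorogenic substrate HMU-PC0 (9 uM final) for 60 minutes at 37 °C; a pH 10 stop preceded fluorescence reading at Ex 386/Em 447 nm.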
TRPV1 agonist: human TRPV1 agonism | Q8NER1 | TRPV1-expressing cells, Fluo-8 calcium influx, agonist mode | activation, % at 8.33 µM | 320,000 compounds, 0.19% hits; in the data active means activation above about 80%; inconclusive means between about 30% and that limit; further: 0% is about no effect
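Fluo-8 calcium influx in TRPV1-expressing cells, kinetic read (ex 480/em 520 nm). Compound added and read 3 min for agonist activity, followed by capsaicin at EC20 final and 2 min further read for enhancement.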
p53 reactivation: restores transcriptional activity of mutant p53; 320,000 compounds, 0.063% hits; AID 504706; Potency, µM (highest dose often 92.2 µM), for the others: at the top dose activity change, positive = activation, usual class: activators; H1299 p53-A138V BP100-luciferase reporter, luminescence, 24 h; further: potency means the concentration at half of the fitted maximal effect; % of control where 0% means no effect; nearly all actives have a fitted effect of over 45% in size
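p53-null H1299 cells stably carrying temperature-sensitive p53-A138V and a BP100-luciferase reporter were pinned with compounds (4-point, 1:5 series) and held 24 hrs at 37 deg C. Luminescence was read 10 min after detection reagent.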
uPA generation: cell surface uPA generation inhibition | cell surface uPA generation assay, qHTS | Potency, µM (top dose mostly 38.3 µM), inactives show at the top dose activity change, negative = inhibition, usual class: inhibitors | 330,000 compounds, 0.31% hits; active means well fitted inhibition curve with a large enough effect; inconclusive means small, poorly fitted or top-dose-only effect; inactive means no such curve, though single readings can be large or run the other way; tested in mouse RAW 264.7 cells; further: potency means the concentration at half of the fitted maximal effect; on the % scale 0 is the no-effect control and ±100 the full control effect; nearly all actives have a fitted effect of over 55% in size
B2AR arrestin: beta2AR (human) beta-arrestin recruitment activity. P07550. beta-arrestin recruitment to beta2AR, cell-based reporter. Potency, µM (highest dose often 46.1 µM), without a hit: top-dose activation, actives largely listed as activators. 330,000 compounds, 0.02% hits;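 further: potency means the concentration at half of the fitted maximal effect; 0% = DMSO controls and full agonism = EC100 isoproterenol or metaproterenol; nearly all actives have a fitted effect of over 65% in size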
Target sequence (P07550 whole entry, looked up): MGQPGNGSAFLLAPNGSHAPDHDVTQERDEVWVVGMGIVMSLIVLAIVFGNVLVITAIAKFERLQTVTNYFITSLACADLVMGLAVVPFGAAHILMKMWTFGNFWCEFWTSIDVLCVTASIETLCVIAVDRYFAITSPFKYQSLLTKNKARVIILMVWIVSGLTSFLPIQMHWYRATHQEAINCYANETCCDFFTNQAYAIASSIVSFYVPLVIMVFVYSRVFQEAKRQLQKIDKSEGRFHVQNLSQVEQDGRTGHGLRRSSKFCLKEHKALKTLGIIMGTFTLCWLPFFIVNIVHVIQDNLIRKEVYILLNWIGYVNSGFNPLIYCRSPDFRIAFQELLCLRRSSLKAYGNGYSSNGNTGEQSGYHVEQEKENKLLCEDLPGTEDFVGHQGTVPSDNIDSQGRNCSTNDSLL
ELG1 genotoxic: inducers of genotoxicity in HEK293T ELG1-luciferase cells. AID 504466. Potency, µM (doses to about 46 µM), for inactives: at the top dose activity change, positive = activation, most hits filed as activators. 330,000 compounds, 1.3% hits. HEK293T ELG1-luciferase reporter, luminescence, 16 h; further: potency means the concentration at half of the fitted maximal effect; % of control where 0% means no effect; nearly all actives have a fitted effect of over 60% in size
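Quantitative HTS format in 1536-well plates. HEK293T ELG1-luciferase reporter cells receive test compound and are incubated 16 hr at 37 °C, 5% CO2; ONE-Glo added, 30 min room temperature, then luminescence read.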
USP2a block: USP2a (human) protease inhibition | AID 463254 | 330,000 compounds, 0.01% hits | USP2 core, Ub-CHOP2 coupled fluorogenic reporter, 485/531 | O75604 | Potency, µM (doses to about 38.3 µM), without a hit: at the highest dose activity change, negative = inhibition, usual class: inhibitors;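 further: potency means the concentration at half of the fitted maximal effect; plate controls were DMSO wells for no effect and full inhibition by NEM control for full effect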
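Cell-free coupled assay: 10nM USP2 core preincubated 30min RT with compound in Tris-HCl pH 8.0/CaCl2/CHAPS buffer, then 25nM Ub-CHOP2 and 25nM reporter substrate; fluorescence (Ex 485/Em 531) read after 60min RT, normalized to NEM inhibition, concentration-response curves fitted.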
a7 integrin act: activators of alpha7 integrin expression for muscular dystrophy. Potency, µM (doses to about 38.3 µM), inactives show top-dose activation, actives largely listed as activators. 350,000 compounds, 0.064% hits. alpha7betagal myoblasts, beta-gal FDG fluorescence, 48 h;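 further: potency means the concentration at half of the fitted maximal effect; 100% = response of the positive control SU9516; nearly all actives have a fitted effect of over 60% in size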
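Alpha7betagal+/- myoblasts (passage 13) were plated 16-24 hr, then exposed to compounds (1:260 dilution of DMSO stock) for 48 hours at 37C. After MPER lysis, β-galactosidase reporter activity was read as FDG fluorescence (ex 480/em 540) after 30 minutes.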
Eya2 inh: blocks the phosphatase activity of human Eya2 | O00167 | recombinant Eya2, OMFP fluorescence dephosphorylation (OMFP is methylfluorescein phosphate) | Potency, µM (titrated, usually from 76.9 µM), without a hit: at the top dose activity, negative = inhibition, hits mostly inhibitors | 330,000 compounds, 0.006% hits | AID 488837; further: potency means the concentration at half of the fitted maximal effect; on the % scale 0 is the no-effect control and ±100 the full control effect
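Eya2 (0.2 uM) preincubated 10 min at ambient with compound, then OMFP substrate added at 50 uM; 10 min reaction in 50 mM HEPES pH 7.5, 50 mM NaCl, 5 uM MgCl2, 0.05% BSA, 1 mM DTT. Fluorescence read at Ex 485/Em 525 nm.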
The depositor's hits bear a star; ? = inconclusive; nt = not tested or not shown; [ ] = remark or other dose. Unless noted, the call rests on the fitted dose curve; in most records, active means well fitted curve in the direction sought with a large enough effect; inconclusive means small, poorly fitted or top-dose-only effect, or another doubt; inactive means no such curve, though single readings can be large; an effect the other way counts as inactive or inconclusive.

SMILES | PTAP TSG101 blk | BRCA1 expr up | ASM inhibitor | TRPV1 agonist | p53 reactivation | uPA generation | B2AR arrestin | ELG1 genotoxic | USP2a block | a7 integrin act | Eya2 inh
O=C(CSc1nc2ccccc2[nH]1)c1cccs1 | 0.3% | ? | 0.8% | 7.7 | ? | -9.2% | 0.3% | ? | -0.5% | -13.6% | 7.8%
Cc1cccc(NC(=S)NCc2ccncc2)c1C | -1.0% | -1.6% | nt | 0.8 | -13.7% | -2.4% | 0.3% | -1.1% | 2.1% | -23.7% | 6.8%
O=C(NCC1CCCO1)/C(=C\c1ccc(Cl)cc1)NC(=O)c1ccccc1 (stereo not given) | -3.0% | 2.1% | -0.6% | 8.4 | 3.3% | -0.2% | 0.3% | 6.2% | 3.7% | 0.5% | -28.7%
CCOC(=O)c1ccccc1NS(=O)(=O)c1cnn(CC)c1C | -5.2% | -5.8% | nt | -0.6 | nt | -0.7% | 0.0% | 0.1% | -0.5% | 10.1% | 8.0%
COc1ccc(Nc2cc(C(=O)NCc3ccccn3)c3ccccc3n2)c(OC)c1 | nt | nt | nt | -0.6 | 4.4% | nt | 0.0% | -6.0% | 0.2% | nt | 4.9%
COC(=O)c1ccc(C(=O)OC)c(NC(=O)CCS(=O)(=O)Cc2ccccc2)c1 | -2.9% | 3.8% | 0.9% | 16.8 | -4.2% | 0.0% | -1.1% | -7.6% | -3.6% | 10.3% | -2.9%
CCOC(=O)CNC(=O)c1sc2nc(C)cc(C)c2c1N | -6.0% | 96.2% | 356.1%[activator] | -1.0 | 1.3% | 1.0% | -0.2% | 9.4% | 0.7% | 17.7% | 16.2%
Nc1nonc1-n1nnc(C(=O)N/N=C/c2cccnc2)c1-c1cccs1 | -2.1% | -19.8% | 1.4% | -1.7 | -2.9% | 0.9% | 0.3% | -8.3% | 0.9% | 28.4% | 8.4%
O=C(O)c1cccnc1SCc1cccc(Cl)c1 | -6.2% | 32.7% | 9.2% | -2.7 | 12.8% | 1.8% | -0.1% | 8.8% | -0.2% | -14.2% | 20.8%
O=C(c1ccc(-n2cnnn2)cc1)N1CCCCC1 | -2.9% | 6.4% | 1.4% | -5.7 | 1.6% | 3.6% | -0.5% | 2.0% | -0.7% | -12.4% | -5.1%
Cc1sc2ncnc(SCC(=O)c3ccc(O)cc3O)c2c1C | -9.2% | -3.2% | -2.6% | -8.0 | 7.9% | 0.7% | 0.3% | 0.2% | 2.2% | -32.3% | 1.0%
COc1cc2c(cc1NC(=S)Nc1ccccc1C)oc1ccccc12 | 2.5% | 19.9% | -0.1% | 9.3 | 15.7% | -1.6% | -0.1% | 20.7% | -2.7% | -8.0% | -8.2%
CN1CCN(C(c2cccc(C(F)(F)F)c2)c2nnnn2Cc2ccccc2)CC1 (stereo not given) | -7.9% | 18.4% | -2.4% | 8.4 | -1.3% | -3.4% | -0.3% | 9.1% | 4.1% | -28.9% | 6.1%
CC(=O)NC(c1ccc(C)cc1)c1cc([N+](=O)[O-])c2cccnc2c1O (stereo not given) | 1.7% | -106.0%[inhibitor] | -5.9% | 0.0 | 8.7% | -18.6% | -1.1% | 2.5% | 2.7% | -14.7% | -4.8%
COc1ccc(-c2nnn(CC(=O)N(CCO)C(C(=O)NC3CCCC3)c3ccc(F)cc3)n2)cc1 (stereo not given) | -3.3% | -17.1% | -2.4% | 3.4 | 2.0% | nt | -0.3% | -1.6% | -6.8% | -7.2% | -0.5%[15.4 µM]
CN(C(=O)Nc1ccc(Cl)c(Cl)c1)c1ccccc1C(=O)O | -1.7% | -14.9% | 55.8%[activator] | -2.9 | 18.8% | -2.2% | -0.3% | 1.7% | 2.2% | 16.8% | -3.1%
O=C(CCc1nc(-c2ccccc2)no1)Nc1cccnc1 | -1.9% | -17.3% | 1.0% | ? | -2.1% | -1.1% | 0.0% | 0.4% | 1.5% | 24.8% | 3.1%
O=C(Nc1nnc2n1CCS2)c1ccc(Br)o1 | -4.0% | 12.2% | 0.1% | 1.6 | -20.8% | 5.4% | -1.0% | 1.8% | 1.4% | 2.8% | 10.6%
CCN(CC)CCN1C(=O)C(O)=C(C(=O)c2ccco2)C1c1ccccn1 (stereo not given) | -0.7% | 4.4% | -3.0% | -0.5 | 3.3% | 4.0% | -0.3% | 2.2% | 1.1% | -41.9% | -8.2%
CSc1nc(N2CCOCC2)c2c3c(sc2n1)CCC3 | -5.5% | -7.5% | -4.6% | 8.3 | -2.1% | -8.0% | -0.4% | 0.4% | -1.6% | 0.0% | 9.2%
O=[N+]([O-])c1ccc(O)c(C=Nc2ccc3c(c2)OCCO3)c1 | 9.3% | 11.2µM* | 4.7% | -4.5 | ? | -1.5% | 0.0% | 17.9% | 16.0% | 0.1% | 5.1%
O=C(O)C1CCN(c2ccccc2[N+](=O)[O-])CC1 | 1.3% | 29.8% | -2.4% | 2.4 | 0.0% | -0.7% | -0.2% | -0.3% | 14.4% | 13.6% | 1.2%
COC(=O)CNC(=O)c1ccccc1F | 1.5% | 0.0% | 4.7% | -3.2 | 0.6% | 5.7% | 0.4% | -0.3% | 2.8% | 8.9% | -5.3%
Cc1cc(O)c(C(C)C)cc1N=Nc1ccccc1C(=O)O | 6.5% | -70.6% | -1.2% | -6.6 | 13.7% | -1.9% | -0.7% | -6.4% | -8.0% | -27.5% | -15.2%
CNC(=O)NNC(=O)c1nc(-c2ccccc2)c(C)o1 | -0.9% | 11.6% | 2.5% | -1.4 | 9.9% | 2.8% | -0.7% | -3.7% | 2.9% | 19.0% | ?
SMILES | PTAP TSG101 blk | BRCA1 expr up | ASM inhibitor | TRPV1 agonist | p53 reactivation | uPA generation | B2AR arrestin | ELG1 genotoxic | USP2a block | a7 integrin act | Eya2 inh
O=C(NCCC(NS(=O)(=O)OCC(Cl)(Cl)Cl)c1ccccc1)C(F)(F)F (stereo not given) | nt | -17.0% | -4.5% | 25.5 | 7.8% | 0.8% | -0.3% | -4.7% | -0.7% | 0.0% | 2.5%
COc1cccc(-c2nc(CS(=O)CC(=O)NC3CCCCC3)c(C)o2)c1 (stereo not given) | 1.5% | 8.9% | -2.5% | 6.1 | 5.7% | 11.4% | 0.1% | -3.0% | 0.5% | -6.7% | 1.7%
CCCn1c(=O)c(C(=O)NNC(=O)c2ccc(Cl)cc2Cl)c(O)c2ccccc21 | 2.6% | -14.3% | 2.5% | 6.3 | 5.7% | -0.6% | -0.3% | 0.9% | 0.6% | -14.8% | 3.1%
O=C(CSc1nnc(-c2cccnc2)o1)Nc1nccs1 | -3.7% | 75.8% | -0.4% | -0.2 | 25.9% | 3.8% | 0.2% | ? | 1.1% | 4.6% | -12.0%
Cc1ccc(-c2noc(CCC(=O)NCC3CCN(Cc4cccc(C)c4)CC3)n2)cc1 | 2.1% | -43.8% | -4.7% | 13.6 | -20.5% | 1.2% | -0.1% | -8.1% | 0.1% | -35.2% | -1.4%
Nc1nnc2c(n1)CCCC2 | -2.9% | 1.8% | 2.4% | 1.5 | -16.6% | 3.2% | -0.1% | -6.7% | 2.1% | -26.6% | 6.9%
Cc1c(Cl)cccc1NC(=O)c1cccnc1 | -2.9% | 16.6% | 1.7% | 1.6 | -6.8% | -2.8% | -0.2% | -0.7% | -1.1% | 23.4% | 2.2%
C=C1CCN([C@@H](CC(C)C)C(=O)NN2CCOCC2)S(=O)(=O)c2ccccc21 | 0.0% | 28.5% | -0.2% | nt | nt | -7.6% | nt | nt | nt | 31.6% | nt
CCOC(=O)C1CCCN(S(=O)(=O)CCNC(=O)c2ccc3c(c2)OCO3)C1 (stereo not given) | -2.7% | -11.7% | nt | -2.0 | 0.9% | -1.0% | 0.1% | -2.0% | -1.5% | -1.9% | 16.8%
Cc1ccc(/C=C/c2nnc(-c3cccs3)o2)cc1 | -1.3% | ? | 16.6% | ? | 19.2% | ? | -1.0% | ? | 1.7% | 19.9% | 15.7%
COc1ccc2c(c1OC)C(=O)OC2Nc1ccccc1S(=O)(=O)C(F)F (stereo not given) | -6.4% | -4.1% | -3.0% | 7.6 | -1.1% | nt | -0.9% | -0.4% | -0.3% | 24.3% | 1.3%
Cc1nnsc1-c1c(C(=O)O)c(C)nn1-c1ccc(OC(F)(F)F)cc1 | -0.7% | 5.4% | 3.0% | 6.7 | -1.0% | -3.0% | -1.0% | 0.3% | 6.1% | 4.4% | -7.0%
CCc1ccc(NC(=O)CN(C)S(=O)(=O)c2ccc3[nH]c(=O)oc3c2)cc1 | -2.7% | 0.0% | -2.4% | ? | 0.0% | 1.7% | 0.1% | 0.6% | 1.3% | 5.5% | 2.1%
